LYP inhibition: inhibition of human PTPN22 tyrosine phosphatase – biochemical, DiFMUP fluorescence, recombinant catalytic domain, 10 µM, primary screen (AID 606); 52,000 tested, under 10 active; inhibition, % at 10 µM; hits with a dose series show IC50 in µM; recombinant LYP catalytic domain, DiFMUP fluorescence; higher % means a stronger effect;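 active means IC50 under 40 µM in the dose-response test; inactive means IC50 of 40 µM or more, or never dose-tested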
Bfl-1 inhibitors: displacement of Bid BH3 peptide from Bfl-1 – biochemical, fluorescence polarization, FITC-Bid, mouse, primary screen (AID 432); one-dose displacement, % at 20 µM; IC50 in µM for titrated hits; hit rate 0.02% among 64,000; FITC-Bid BH3 peptide fluorescence polarization displacement; higher % means a stronger effect; in the data active means a potency from the dose series; inactive means the rest, 99 in 100 with displacement below about 15%; further: strong numbers were not always called active
HPDE-C7 cytotoxicity: cytotoxicity in HPDE-C7 cells, cell-based, fluorescence, HTS (AID 430); HPDE-C7 pancreatic duct cells viability, fluorescence; higher % means a stronger effect; cytotoxicity, % at 10 µM; hits with a dose series show EC50 in µM; hit rate 1.8% among 63,000;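 further: cells exposed to compound for 48 hours before viability readout; 0% = vehicle and 100% = reference cytotoxic drug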
DPM-DC inhibit: S. pneumoniae DPM-DC inhibition; calls only at 10 µM; purified DPM-DC, PK/LDH coupled NADH fluorescence; hit rate 0.49% among 65,000;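 active means the 320 compounds with the highest percent inhibition in the single-dose primary screen, excluding strongly autofluorescent ones, cut at about 32% in these data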;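 further: kinetic rate of NADH fluorescence loss reporting ADP formed by the decarboxylase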
Spn MK inh: blocks S. pneumoniae mevalonate kinase; AID 555; hit rate 0.48% among 65,000; purified MK, PK/LDH-coupled NADH absorbance 340 nm; inhibition, % at 10 µM;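 active means ranked among the strongest by inhibition in the single 10 µM screen, a fixed top-ranked set picked for dose follow-up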; further: no value below 0 was filed
HT1080 viability: cytotoxicity in HT1080 fibrosarcoma cells, cell-based, fluorescence readout (AID 620). HT1080 viability, fluorescence; higher % means a stronger effect. one-dose cytotoxicity, % at 10 µM; EC50 in µM for titrated hits. hit rate 0.42% among 87,000;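 further: cells exposed to compound overnight then 4 h with Alamar Blue; 0% = vehicle DMSO and 100% = killing control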
Spn PMK inh: inhibitors of Streptococcus pneumoniae phosphomevalonate kinase; hit rate 0.49% among 65,000; AID 539; inhibition, % at 10 µM; purified PMK, PK/LDH-coupled NADH absorbance 340 nm;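 active means top-ranked compounds by inhibition in the single 10 µM screen, taking a fixed number of the strongest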;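 further: 0% = full reaction with DMSO carrier and 100% = background rate without enzyme reaction; no value below 0 was filed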
Alkaline phosphatase: human TNAP enzyme inhibitors, biochemical, luminescent (AID 518); inhibition, % at 20 µM; hits with a dose series show IC50 in µM; purified TNAP enzyme, luminescent substrate readout; higher % means a stronger effect; hit rate 0.09% among 64,000; in the data active means a potency from the dose series; inactive means the rest, 99 in 100 with inhibition below about 22%;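 further: plate controls were vehicle for no effect and reference inhibitor for full effect; many of its hits are not listed in these tables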
KRASV12 cytotoxicity: cytotoxicity in KRAS-transformed pancreatic duct cells, primary screen, cell-based, fluorescence, HTS (AID 431); HPDE-C7K KRASV12 cells, Alamar Blue viability, 48 h; higher % means a stronger effect; cytotoxicity, % at 10 µM, or EC50 in µM where a hit was titrated; hit rate 1.7% among 63,000;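 active means compounds whose percent cytotoxicity in the single-dose primary screen, scaled between solvent and toxic-drug controls, exceeds 50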;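 further: 0% = DMSO solvent wells and 100% = doxorubicin-treated wells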
Spn PMK inh pilot replicates: recorded beside Spn PMK inh, whose call it bears; inhibition, %; measured here: pilot screen replicates
Spn MK inh pilot replicates: second read-out of Spn MK inh, no call of its own (marks repeat the call); inhibition, %; measured here: pilot screen replicates
DPM-DC inhibit pilot screen %: also measured in DPM-DC inhibit; calls as there; inhibition, %; measured here: pilot screen trials
* hit, by the source's call; i = inactive; · = no result given. Unless noted, no stated cut-off is given here; in the data, active means cytotoxicity above about 50%; inactive means the rest.

SMILES	LYP inhibition	Bfl-1 inhibitors	HPDE-C7 cytotoxicity	DPM-DC inhibit	Spn MK inh	HT1080 viability	Spn PMK inh	Alkaline phosphatase	KRASV12 cytotoxicity	others
COc1ccc(CN2C(=O)c3ccccc3C2C(=O)NCc2cccnc2)c(OC)c1 (stereo not given)	11%	-2%	-11%	i	3	21%	11	-1%	-7%
CN1CCN(c2ccc(Cl)cc2NC(=O)c2nn(-c3ccccc3)c(=O)c3ccccc23)CC1	·	0%	3%	i	3	-5%	17	13%	-1%
CCCOC(=O)c1cccc(NC(=O)C(C)(C)C)c1	13%	6%	5%	i	4	2%	7	10%	0%
Cn1cccc1Cc1nnc(SCC(=O)Nc2ccccc2F)n1CCc1ccccc1	5%	-2%	-19%	i	5	-2%	4	8%	-2%	Spn PMK inh pilot replicates=1.0;Spn MK inh pilot replicates=2.5;DPM-DC inhibit pilot screen %=5.5
Cn1c(=O)[nH]c(=O)c2c1nc(CN1CCN(c3ccccc3F)CC1)n2CCc1ccccc1	-10%	-3%	-20%	i	3	0%	10	4%	-2%
O=C(CN1C2=NCCCN2c2ccccc21)c1ccc(Br)s1	2%	-3%	1%	i	13	9%	12	15%	8%
CCN(C(=O)CCN1C(=O)c2ccccc2C1=O)C1CCCCC1	-7%	-10%	-7%	i	2	-11%	4	5%	4%
CC(C)(C)NC(=O)COC(=O)Cc1ccc(Cl)cc1	10%	-10%	-2%	i	4	·	0	8%	-6%
O=C(CN1CCCCC1)NCCNC(=O)CN1CCCCC1	-4%	-5%	5%	i	8	4%	1	4%	5%
CCC(O)(CCN1CCCCC1)c1ccccc1 (stereo not given)	5%	-5%	-16%	i	6	·	10	15%	-8%
COC(=O)c1ccc(C(c2c(N)n(Cc3ccccc3)c(=O)n(C)c2=O)N2CCOCC2)cc1 (stereo not given)	·	·	·	i	3	4%	11	·	·
Cn1c2ccc(F)cc2c2ncn(CCN3CCOCC3)c(=O)c21	2%	-4%	7%	i	9	4%	12	5%	13%	Spn PMK inh pilot replicates=3.5;Spn MK inh pilot replicates=0.0;DPM-DC inhibit pilot screen %=16
COc1ccc(CNC(=O)C(C)N(Cc2ccco2)C(=O)c2snc(C(N)=O)c2N)cc1 (stereo not given)	·	5%	0%	i	12	-7%	13	0%	1%
CCOc1ccc(CNC(=O)CCn2c(=O)oc3ccccc32)cc1	2%	-7%	-5%	i	0	0%	9	5%	3%
O=C(CSc1nnc(CNC(=O)c2c(F)cccc2Cl)o1)Nc1ccc2c(c1)OCCO2	13%	-3%	-4%	i	4	·	4	22%	4%
O=S(=O)(NC1CC1)c1ccc(S(=O)(=O)N2CCCc3ccccc32)cc1	10%	-6%	-2%	i	10	12%	5	15%	-4%
C=CCn1c(SCCN2CCOCC2)nc2c1c(=O)[nH]c(=O)n2C	·	0%	10%	i	8	2%	6	12%	-11%
Cc1cccc(-n2ncc(C#N)c2N)c1	7%	3%	4%	i	8	-1%	4	17%	1%	Spn PMK inh pilot replicates=0.0;Spn MK inh pilot replicates=1.0;DPM-DC inhibit pilot screen %=2.0
COc1cccc(-c2nn3c(-c4ccco4)nnc3s2)c1	-23%	5%	-1%	i	2	-1%	4	13%	3%
Cc1ccc(C2C(=O)N(C3CCCC3)CC(=O)N2CC2COc3ccccc3O2)cc1 (stereo not given)	3%	4%	-28%	i	4	-3%	11	7%	-7%
Cc1cccc(OCc2nnc(SCC(=O)c3ccccc3)o2)c1	·	-5%	32%	i	2	-12%	18	19%	30%
CCOC(=O)c1oc2cc(O)ccc2c(=O)c1-c1csc(C)n1	-11%	-5%	4%	i	0	-2%	16	10%	10%
O=C(CCN1CCC(c2ccccc2)C1)c1cccs1 (stereo not given)	2%	1%	·	i	14	-2%	12	13%	·
CCN(CC)C(c1ccc(C)cc1)c1nnnn1C1CCCCC1 (stereo not given)	-1%	-4%	-25%	i	3	-17%	5	1%	-18%	Spn PMK inh pilot replicates=0.0;Spn MK inh pilot replicates=0.5;DPM-DC inhibit pilot screen %=0.0
Nc1nc(OCC(F)(F)F)cc(Oc2ccccc2F)n1	·	-6%	-11%	i	3	-6%	0	5%	-7%
CC(=O)c1cccc(NC(=O)N2C3CCC2CC(O)(c2cccnc2)C3)c1 (stereo not given)	18%	-4%	-1%	i	0	1%	17	13%	7%	Spn PMK inh pilot replicates=1.0;Spn MK inh pilot replicates=1.5;DPM-DC inhibit pilot screen %=0.0
CC(C)(C)c1cc(NS(=O)(=O)c2ccc3c(c2)OCCO3)on1	1%	-5%	-4%	i	8	-6%	21	6%	-6%	Spn PMK inh pilot replicates=0.5;Spn MK inh pilot replicates=1.5;DPM-DC inhibit pilot screen %=1.0
O=C(CSc1nc2ccccc2c(=O)n1Cc1ccco1)N1CCN(c2ccccc2)CC1	16%	-5%	0%	i	7	4%	4	8%	-5%
O=C(Cc1ccccc1)Nc1nnc(-c2ccco2)s1	-9%	-9%	-6%	i	3	-2%	2	3%	-2%
CCn1c(=O)c(C(=O)NCCCO)c(O)c2ccccc21	7%	-5%	43%	i	5	4%	13	12%	71%*
Cc1[nH]c(C)c2c(=O)n(-c3ccccc3)ncc12	-2%	2%	4%	i	2	0%	4	13%	4%
CCN(CC)C(=O)CSc1nc2ccccc2c(=O)n1-c1cccc(OC)c1	-13%	3%	4%	i	0	3%	17	11%	13%
O=C(O)CCc1ccc(-c2ccc(F)cc2)n1Cc1ccco1	5%	0%	-4%	i	8	·	7	-2%	-22%
CCOC(=O)N1CCC(NC(=O)C2CCN(c3ccc(N4CCOCC4)nn3)CC2)CC1	-10%	-8%	1%	·	1	8%	9	-5%	-5%
CC(C)CCn1c(N2CCC(C(N)=O)CC2)nc2c1c(=O)[nH]c(=O)n2C	-11%	9%	-10%	i	10	8%	11	6%	0%
COCCn1c(SCC(=O)c2[nH]c(C)c(C(C)=O)c2C)nc2ccccc21	12%	2%	0%	i	0	3%	18	3%	10%
Cc1cc(Nc2ccc(F)cc2)n2nc(C)nc2n1	5%	-3%	-2%	i	8	0%	11	4%	-5%
COc1ccc(N(CC(=O)NCc2ccccc2)S(=O)(=O)c2c(C)noc2C)cc1	7%	-1%	-7%	i	1	-2%	20	8%	-7%
Cc1cc2c3c(c1C)C1(C(=O)N3C(C)(C)CC2C)C(C#N)=C(N)Oc2n[nH]c(C)c21 (stereo not given)	15%	-6%	-10%	i	13	6%	6	-4%	-20%
Cn1c(CSc2ncn[nH]2)nc2ccccc21	7%	5%	10%	i	9	-2%	0	5%	-7%
N#Cc1nc(-c2cccs2)oc1NCCCN1CCOCC1	-9%	-1%	-3%	·	9	-4%	0	11%	-6%
c1ccc(OCCCn2nnc(-c3ccncc3)n2)cc1	-2%	5%	-11%	i	5	-6%	13	0%	-4%	Spn PMK inh pilot replicates=7.5;Spn MK inh pilot replicates=1.0;DPM-DC inhibit pilot screen %=4.0
COc1ccc(-c2cc3nc4c(c(=O)n3[nH]2)CCC4)cc1	11%	-5%	4%	·	13	-1%	0	10%	6%
CCOC(=O)c1c(C)nc(-c2ccccc2)nc1NC(=O)CC	1%	-8%	-2%	i	·	-7%	1	10%	5%
Cc1ccc(N=C(c2cccs2)N2CCOCC2)cc1	2%	4%	5%	i	6	10%	5	1%	3%
O=C(CCC1CCCCC1)NCc1ccncc1	9%	3%	-5%	i	14	-1%	11	1%	-10%
Cc1nc(SCC(=O)Nc2c(C)n(C)n(-c3ccccc3)c2=O)[nH]c(=O)c1Cc1ccccc1	6%	0%	-8%	i	2	-13%	3	5%	-6%
CCOc1cc(C2C(C#N)=C(N)Oc3n[nH]c(CC)c32)ccc1OCCN1CCOCC1 (stereo not given)	14%	-5%	-2%	i	4	7%	17	5%	-4%	Spn PMK inh pilot replicates=4.0;Spn MK inh pilot replicates=1.5;DPM-DC inhibit pilot screen %=8.0
Cc1nn(-c2ccccc2)c2c1C(c1ccc(F)cc1F)C(C#N)=C(N)O2 (stereo not given)	-2%	2%	-6%	i	3	-1%	6	9%	5%
CCOC(=O)c1c(C)n(C)c2ccc(OCC(N)=O)cc12	8%	5%	3%	i	7	0%	5	10%	1%
CCOc1cc(N2CCOCC2)c(OCC)cc1NS(=O)(=O)c1ccc(Cl)s1	-14%	-1%	41%	i	0	52%*	11	4%	42%

Sorted by count of non-hydrogen atoms (rising): part of the list above
SMILES	LYP inhibition	Bfl-1 inhibitors	HPDE-C7 cytotoxicity	DPM-DC inhibit	Spn MK inh	HT1080 viability	Spn PMK inh	Alkaline phosphatase	KRASV12 cytotoxicity	others
Cc1[nH]c(C)c2c(=O)n(-c3ccccc3)ncc12	-2%	2%	4%	i	2	0%	4	13%	4%
c1ccc(OCCCn2nnc(-c3ccncc3)n2)cc1	-2%	5%	-11%	i	5	-6%	13	0%	-4%	Spn PMK inh pilot replicates=7.5;Spn MK inh pilot replicates=1.0;DPM-DC inhibit pilot screen %=4.0
CCOC(=O)c1oc2cc(O)ccc2c(=O)c1-c1csc(C)n1	-11%	-5%	4%	i	0	-2%	16	10%	10%
Cc1cccc(OCc2nnc(SCC(=O)c3ccccc3)o2)c1	·	-5%	32%	i	2	-12%	18	19%	30%
CCOc1ccc(CNC(=O)CCn2c(=O)oc3ccccc32)cc1	2%	-7%	-5%	i	0	0%	9	5%	3%
CCN(CC)C(=O)CSc1nc2ccccc2c(=O)n1-c1cccc(OC)c1	-13%	3%	4%	i	0	3%	17	11%	13%
COc1ccc(CN2C(=O)c3ccccc3C2C(=O)NCc2cccnc2)c(OC)c1 (stereo not given)	11%	-2%	-11%	i	3	21%	11	-1%	-7%

Compound activity deposited in PubChem by several laboratories.
